Compound activity deposited in PubChem BioAssay by NCI.
Growth percent in the NCI-60 one-dose screen (48 h, 10 µM unless noted): 100 = growth as untreated, 0 = no growth, -100 = all killed.
M14 – M14 melanoma; 80,000 compounds, 6.2% hits
A549/ATCC – A549/ATCC NSCLC; 81,000 compounds, 3.7% hits
EKVX – EKVX NSCLC; 71,000 compounds, 3% hits; AID 1794765
UACC-62 – UACC-62 melanoma; 81,000 compounds, 5.4% hits
HOP-92 – HOP-92 NSCLC cells; AID 1794738; 71,000 compounds, 6.3% hits
HOP-62 – HOP-62 NSCLC; 80,000 compounds, 3.9% hits; AID 1794735
MALME-3M – MALME-3M melanoma | 78,000 compounds, 5.8% hits
UACC-257 – UACC-257 melanoma | 78,000 compounds, 4.4% hits
Active calls of the source: *; x = no result given; [ ] = another dose, or the depositor's remark. The calls were made as follows: active = growth percent below 10; inactive = the rest. No enrichment for hits; 10% or so of the library scored in one or more.

Values run as follows: UACC-257	HOP-92	UACC-62	HOP-62	EKVX	A549/ATCC	M14	MALME-3M
> COC(=O)C1=C(N)N(c2ccccc2)C2=C(C(=O)CC(C)(C)C2)C1c1cccc(Cl)c1 (stereo not drawn)
    92.7	62.6	64.7	85.2	75.0	72.0	93.5	94.8
> COc1ccc(S(=O)(=O)N2C(=O)N[C@H](OC)[C@H]2OC)cc1
    102.8	99.1	100.1	91.3	91.0	100.2	110.7	117.7
> Cc1nc(/N=C(N)/N=C(\N)c2ccccn2)sc1C
    117.3	111.7	95.9	106.4	95.2	113.4	100.9	94.9
> CCCCCCCc1nc(C#N)c(NCc2ccncc2)o1
    95.2	100.0	98.1	94.5	87.2	102.3	96.4	101.8
> CCOc1cc2c(cc1OCC)[C@@H]1C[C@@H](O)[C@H](O)[C@H](O)[C@H]1NC2=O
    97.5	102.0	96.1	99.2	102.2	100.6	99.1	102.1
> CN(C)/C=C1\Sc2ccc3nsnc3c2N(C)C1=O
    104.4	96.9	87.1	88.3	94.6	100.6	103.1	93.2
> N#CC1=C(N)Oc2c(c(=O)[nH]c3ccccc23)C12C(=O)c1ccccc1C2=O
    103.0	79.8	93.0	81.2	94.0	104.7	86.9	78.7
> O=C1c2ccccc2C(=O)N1Cc1nnnn1-c1ccc(Br)cc1
    98.4	96.9	92.6	103.1	100.9	104.5	95.1	99.7
> CCCCCCCCCCCC[S+](C)CC(=O)[O-] (stereo not drawn)
    56.7	30.7	31.8	38.7	22.2	68.4	43.7	51.2
> COC(=O)[C@H](Cc1cn(C)cn1)NC(=O)[C@H](Cc1c[nH]c2ccccc12)NC(=O)Nc1cc(C(F)(F)F)cc(C(F)(F)F)c1
    -67.6*[100 µM]	x	-92.9*[100 µM]	-92.0*[100 µM]	x	-50.8*[100 µM]	-83.8*[100 µM]	-70.2*[100 µM]

A draw from above in order of length of the SMILES, smallest number first.
Values run as follows: UACC-257	HOP-92	UACC-62	HOP-62	EKVX	A549/ATCC	M14	MALME-3M
> O=C1c2ccccc2C(=O)N1Cc1nnnn1-c1ccc(Br)cc1
    98.4	96.9	92.6	103.1	100.9	104.5	95.1	99.7
> COc1ccc(S(=O)(=O)N2C(=O)N[C@H](OC)[C@H]2OC)cc1
    102.8	99.1	100.1	91.3	91.0	100.2	110.7	117.7
> N#CC1=C(N)Oc2c(c(=O)[nH]c3ccccc23)C12C(=O)c1ccccc1C2=O
    103.0	79.8	93.0	81.2	94.0	104.7	86.9	78.7
> COC(=O)C1=C(N)N(c2ccccc2)C2=C(C(=O)CC(C)(C)C2)C1c1cccc(Cl)c1 (stereo not drawn)
    92.7	62.6	64.7	85.2	75.0	72.0	93.5	94.8

The main list resumes; the 4 compounds before the break are reprinted first.
Values run as follows: UACC-257	HOP-92	UACC-62	HOP-62	EKVX	A549/ATCC	M14	MALME-3M
> N#CC1=C(N)Oc2c(c(=O)[nH]c3ccccc23)C12C(=O)c1ccccc1C2=O
    103.0	79.8	93.0	81.2	94.0	104.7	86.9	78.7
> O=C1c2ccccc2C(=O)N1Cc1nnnn1-c1ccc(Br)cc1
    98.4	96.9	92.6	103.1	100.9	104.5	95.1	99.7
> CCCCCCCCCCCC[S+](C)CC(=O)[O-] (stereo not drawn)
    56.7	30.7	31.8	38.7	22.2	68.4	43.7	51.2
> COC(=O)[C@H](Cc1cn(C)cn1)NC(=O)[C@H](Cc1c[nH]c2ccccc12)NC(=O)Nc1cc(C(F)(F)F)cc(C(F)(F)F)c1
    -67.6*[100 µM]	x	-92.9*[100 µM]	-92.0*[100 µM]	x	-50.8*[100 µM]	-83.8*[100 µM]	-70.2*[100 µM]
> Cc1cc2c(c(=O)o1)C1(C)CC(C)(O2)c2c(cc(C)oc2=O)O1
    84.6	89.3	93.0	99.7	98.1	94.4	102.7	96.0
> Cn1c2c(c(=O)n(C)c1=O)C1(C(=O)N(Cc3ccccc3)c3ccccc31)c1c(n(C)c(=O)n(C)c1=O)N2
    79.7	x	91.2	74.4	96.8	65.7	103.0	106.3
> C=CCNc1ncnc2nc[nH]c12
    93.4	87.1	102.1	93.0	111.1	92.9	111.6	107.2
> Clc1ccc(-c2noc(CSc3nc4ccccc4s3)n2)cc1
    103.8	87.2	87.9	89.4	83.9	102.5	93.9	98.5
> O=C(O)c1ccc(NC(=O)N2CCN(C(=O)Nc3ccc(C(=O)O)c(O)c3)CC2)cc1O
    115.9	80.8	108.9	92.0	102.3	99.5	102.8	97.7
> O=c1[nH]c(CN2CCCC2c2nc3ccccc3s2)nc2sc3c(c12)CCC3 (stereo not drawn)
    103.9	110.7	110.6	97.8	99.3	99.2	112.9	96.5
> NNC(=O)CNC(=O)c1ccccc1I
    92.9	77.6	81.7	96.1	103.5	85.7	106.6	110.1
> O=C1NC(=O)C(=Nc2c(O)[nH]c(=O)[nH]c2=O)C(=O)N1
    107.3	x	111.2	104.3	118.1	100.1	113.5	132.6
> Cc1cc(=O)oc2cc(OCCCOc3ccc(/C=C/C(=O)Nc4ccc(F)c(Cl)c4)cc3)ccc12
    90.7	68.2	95.5	74.3	84.0	87.7	74.3	39.3
> N#CCC(N)=S
    115.3	72.9	93.3	104.1	x	110.1	104.2	105.6

Next structures follow.
Values run as follows: UACC-257	HOP-92	UACC-62	HOP-62	EKVX	A549/ATCC	M14	MALME-3M
> COc1cccc(/C=C2\Oc3ccc(O)c(-c4ccccc4)c3C2=O)c1
    98.8	91.1	83.3	108.7	91.1	80.0	74.4	108.6
> COCCn1cc(-c2csc(-c3cn(C(=O)OC(C)(C)C)c4ccccc34)n2)c2cccnc21
    90.6	79.6	91.7	96.7	64.2	81.4	85.8	130.7
> O=C(Nc1ccc([N+](=O)[O-])cc1)c1ccc(-n2c(=O)[nH]c3ccccc3c2=O)cc1
    109.6	104.7	98.7	100.8	98.9	105.4	103.0	95.9
> CN1C(=O)CCC1C(=O)NCc1cc(C(F)(F)F)ccc1Cl (stereo not drawn)
    82.8	98.3	x	94.0	99.1	90.9	114.0	100.7
> O=C(O)c1ccc[n+](CC(=O)N2CCN(c3cc4c(cc3F)c(=O)c(C(=O)O)cn4C3CC3)CC2)c1
    80.1	109.0	48.9	105.3	107.1	106.4	64.6	-34.0*
> Cn1c(=O)c2c(ncn2CCOC(=O)C(C)(C)Oc2ccc(Cl)cc2)n(C)c1=O
    117.5	80.5	96.7	102.8	x	102.7	96.7	96.6
> O=c1cc(-c2ccccc2O)oc2c(O)c(O)ccc12
    102.0	80.9	103.2	106.5	x	101.3	106.5	111.3
> Cc1ccc(NC(=S)Nc2nccnc2OCc2ccccc2Cl)cc1
    96.9	79.9	85.1	90.9	96.7	91.4	93.1	120.0
> NC(=O)c1c(NC(=O)Cc2ccc(Cl)cc2)sc2c1CCCC2
    108.4	103.2	96.3	101.6	86.3	96.4	108.1	95.4
> CC(=O)Cn1cc(-c2ccccc2)nn1
    81.0	97.7	99.2	103.5	106.2	82.7	x	108.0

The list continues.
Values run as follows: UACC-257	HOP-92	UACC-62	HOP-62	EKVX	A549/ATCC	M14	MALME-3M
> Fc1ccc(-c2cc(-c3ccco3)nc(OCCn3ccnc3)n2)cc1
    109.4	97.7	100.9	103.0	100.6	100.9	103.1	108.2
> CN(C)c1ccc(/C=N\Nc2cc(=O)[nH]c3ccc(Cl)cc23)cc1
    98.1	82.2	82.1	91.8	85.7	96.6	94.5	122.3
> CCn1c(C2=C(c3c(O)c4ccccc4c(=O)n3CC)C(=O)c3ccccc3C2=O)c(O)c2ccccc2c1=O
    105.0	107.3	99.2	98.1	x	102.7	96.6	87.9
> CC1=NN(c2ccc([N+](=O)[O-])cc2)C(=O)C1[N+](=O)[O-] (stereo not drawn)
    112.4	93.3	91.2	105.3	95.7	105.9	96.6	x
> C=CCn1c(SCC(=O)c2ccccc2)nnc1-c1c[nH]c2ccccc12
    97.9	81.3	81.5	92.5	95.8	100.2	97.7	86.6
> CCOC(=O)c1ccc(Cc2ccc(C(=O)OCC)o2)o1
    96.0	x	96.0	109.8	x	96.1	101.2	90.4
> O=C(Nc1cccc(-n2cc(-c3ccncc3)c(-c3ccc(Cl)c(O)c3)n2)c1)Nc1cc(C(F)(F)F)cc(C(F)(F)F)c1
    -50.9*	-45.8*	-65.6*	-86.1*	x	-32.4*	-37.2*	-23.0*
> CNc1c(C)cccc1C
    91.5	x	101.5	101.4	89.2	95.8	102.9	117.2
> Fc1ccc(NCc2nnc(-c3ccc(F)cc3)o2)cc1
    x	80.5	90.9	74.7	83.8	66.7	103.7	93.8
> CC(C)C(C(=O)Nc1ccc(O)cc1)N1C(=O)/C(=C/c2ccc(Br)cc2)SC1=S (stereo not drawn)
    101.4	113.3	85.8	116.0	103.2	100.4	100.4	105.7

(next part)
Values run as follows: UACC-257	HOP-92	UACC-62	HOP-62	EKVX	A549/ATCC	M14	MALME-3M
> C/C(N)=N/S(=O)(=O)c1ccc(N)cc1
    83.8	94.0	100.1	90.7	96.9	92.8	100.6	96.9
> Cc1ccc(CSCCC(=O)Nc2cc(C(=O)Nc3cc(C(=O)NCCCN(C)C)n(C)c3)n(C)c2)cc1
    97.6	85.9	99.7	91.1	104.7	100.9	101.6	86.7
> COc1ccc(C(=O)C2C(c3ccc(OC)cc3)C3CCCN3C23C(=O)Nc2ccccc23)cc1 (stereo not drawn)
    99.1	80.3	74.3	93.1	94.7	90.5	87.7	96.7
> CCN(CC)CCCNC(=O)C(c1ccccc1)c1ccccc1
    x	92.8	99.8	83.7	100.1	96.1	101.3	118.3
> C#C[C@]1(O)CC[C@H]2[C@@H]3CC=C4c5nc(Nc6ccccn6)sc5CC[C@]4(C)[C@H]3CC[C@@]21C
    -54.7*	-24.5*	-28.4*	-10.4*	2.8*	14.5	-35.9*	10.9
> O=C(Nc1cc(Cl)ccc1O)c1ccccc1Nc1ccnc(C(F)(F)F)c1
    26.8	49.1	23.1	16.6	75.8	19.7	36.0	-0.2*
> COc1ccc(C(O)c2ccc(OC)cc2)cc1
    x	97.7	102.0	89.8	102.3	x	105.5	97.7
> O=C(O)C(Cc1ccccc1)N1C(=O)CSC1=S (stereo not drawn)
    99.0	87.8	92.4	101.7	96.5	96.3	100.8	101.5
> O=C1CCC(C(=O)NNc2ccccc2[N+](=O)[O-])N1 (stereo not drawn)
    96.8	108.6	106.3	86.0	97.3	88.4	102.0	107.7
> N#Cc1cnn(C(=O)c2ccccc2Br)c1NC(=O)c1cccc(Cl)c1
    94.5	108.9	99.2	98.3	98.6	93.2	109.1	100.4

Remaining list, next part:
Values run as follows: UACC-257	HOP-92	UACC-62	HOP-62	EKVX	A549/ATCC	M14	MALME-3M
> CCCS(=O)(=O)Oc1ccc(NC(=O)C23CC4CC(CC(C4)C2)C3)cc1
    95.4	93.0	96.6	101.5	x	94.9	98.0	142.9
> COc1cc(C2=NOC(c3ccc(N(C)C)cc3)C2)cc(OC)c1OC (stereo not drawn)
    95.7	77.7	87.1	98.3	96.0	107.5	103.1	122.2
> COc1ccc(OC)c(/C=C/c2nc(SC)n(-c3ccccc3)n2)c1
    101.0	x	78.5	93.0	113.1	100.4	103.0	95.4
> Clc1ccc2nc(-c3cccs3)[nH]c2c1
    111.0	101.1	100.5	102.6	89.7	99.4	114.6	120.8
> Fc1cc(-c2ncc(-c3cc(F)c(F)c(F)c3)c(NC3CCCCCC3)n2)cc(F)c1F
    87.6	88.8	89.4	122.0	x	85.6	109.1	139.7
> CN1/C(=C/C=N/NC(=O)c2ccc(=O)n(C)c2)C(C)(C)c2ccccc21
    92.1	95.6	99.4	100.1	71.9	93.7	115.8	75.6
> C/C(=N/NC(=S)Nc1ccccc1)c1nc2ccc(Cl)cc2[nH]1
    -94.9*	-68.8*	-72.6*	-97.1*	-23.6*	-10.9*	x	-74.0*
> Cc1ccc(NC(=O)c2[nH]c(SCCN(C)C)nc2-c2ccc(F)cc2)cc1C#Cc1cnc2cccnn12
    12.7	80.4	35.8	-8.9*	38.2	5.2*	-75.1*	-9.6*
> O=C(CSc1nc2c(c(=O)[nH]1)CCCC2)NNC(=O)c1ccc([N+](=O)[O-])cc1
    102.1	102.1	100.2	101.0	100.8	102.0	104.7	97.5
> O=C(CCN1CCCC1)c1ccc(Br)cc1
    145.4	105.2	104.2	96.5	99.4	108.6	104.8	107.7
> CC(=O)Oc1cc(O)oc(=O)c1
    99.3	102.9	97.8	103.2	105.1	91.5	103.5	103.1
